CHT allo act – human CHT allosteric activation | CHT-expressing cells, membrane potential dye, choline EC20; stronger effect = higher value; LV-AA mutant CHT in HEK293 cells | hit rate 0.49% among 310,000 | B-score at 10 µM | Q9GZV3;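 active = initial fluorescence not abnormally high and integrated response B-score, plate-corrected, over 3 SD above library mean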
Target sequence (Q9GZV3 whole entry, looked up): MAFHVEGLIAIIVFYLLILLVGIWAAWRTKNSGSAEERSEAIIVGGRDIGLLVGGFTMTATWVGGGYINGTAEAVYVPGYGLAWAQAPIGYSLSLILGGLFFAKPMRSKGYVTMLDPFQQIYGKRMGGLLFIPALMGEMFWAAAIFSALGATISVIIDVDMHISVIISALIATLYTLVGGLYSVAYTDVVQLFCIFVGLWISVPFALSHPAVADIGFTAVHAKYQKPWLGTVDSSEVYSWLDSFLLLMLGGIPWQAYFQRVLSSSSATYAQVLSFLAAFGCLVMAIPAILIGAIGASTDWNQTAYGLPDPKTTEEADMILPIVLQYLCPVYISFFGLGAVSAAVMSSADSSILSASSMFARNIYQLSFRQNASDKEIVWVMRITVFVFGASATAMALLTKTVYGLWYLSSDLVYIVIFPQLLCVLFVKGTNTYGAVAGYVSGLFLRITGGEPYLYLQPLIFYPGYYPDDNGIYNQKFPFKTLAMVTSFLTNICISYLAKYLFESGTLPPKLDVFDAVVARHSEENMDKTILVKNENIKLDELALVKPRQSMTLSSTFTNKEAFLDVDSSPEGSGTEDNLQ
CHT block – inhibitors of human choline transporter CHT. Q9GZV3. CHT-expressing cells, membrane potential dye, choline response; stronger effect = lower value. B-score at 10 µM. hit rate 0.86% among 310,000. AID 488975;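 active = B-score over 3 SD under the library average, and starting fluorescence ratio not unusually high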;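 note: choline stimulus applied at its EC90 after an EC20 pre-addition; B-score computed on integrated fluorescence ratio after choline addition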
STK33 kinase inh – human STK33 kinase inhibition; Q9BYT3; purified STK33, MBP phosphorylation, ADP-Glo luminescence; inhibition, % at 10 µM; hit rate 0.073% among 320,000; AID 2661;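 active = inhibition at or above 25%, using the most active replicate where run in duplicate; inactive = inhibition below 25%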
Target sequence (Q9BYT3 whole entry, looked up): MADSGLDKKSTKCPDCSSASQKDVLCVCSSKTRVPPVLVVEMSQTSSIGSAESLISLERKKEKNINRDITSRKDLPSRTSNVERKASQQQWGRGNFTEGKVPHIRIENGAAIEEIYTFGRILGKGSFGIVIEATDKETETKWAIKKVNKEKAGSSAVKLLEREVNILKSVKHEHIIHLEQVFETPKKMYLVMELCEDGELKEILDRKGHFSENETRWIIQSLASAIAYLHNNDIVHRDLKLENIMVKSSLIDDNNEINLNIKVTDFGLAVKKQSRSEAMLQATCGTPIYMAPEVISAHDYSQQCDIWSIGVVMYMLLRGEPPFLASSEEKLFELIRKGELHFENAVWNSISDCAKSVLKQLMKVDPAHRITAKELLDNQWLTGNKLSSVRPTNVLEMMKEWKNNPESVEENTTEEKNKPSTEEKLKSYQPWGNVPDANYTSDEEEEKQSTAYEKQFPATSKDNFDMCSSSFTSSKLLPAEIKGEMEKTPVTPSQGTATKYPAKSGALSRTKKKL
* = called active by the depositor; i = inactive; . = no result given.

SMILES	CHT allo act	CHT block	STK33 kinase inh
COc1ccccc1CNC(=O)C1CCN(C(=O)N(C)C)CC1	i	i	-1.0
O=C(Nc1ccccc1)c1nnsc1S(=O)c1ccc(Cl)cc1 (stereo not given)	i	i	-0.3
C(/CCc1ccccc1)=N\Nc1nc2ccccc2[nH]1	i	i	0.0
CCCCCC(=O)NNC1=NCC(Cc2cccc(Cl)c2)S1 (stereo not given)	i	i	7.2
Cc1ccc(CN2C(=O)C(C)Nc3ncnc(N4CCN(c5ccccn5)CC4)c32)cc1 (stereo not given)	i	i	0.5
Cc1cc(C)c(NC(=O)C2CCCN2CCOC(=O)c2ccccc2)c(C)c1 (stereo not given)	i	i	-1.8
CCN(CC(=O)NC1CCS(=O)(=O)C1)S(=O)(=O)c1ccc(F)cc1 (stereo not given)	i	i	0.1
O=C(NC(=S)Nc1cc(C(F)(F)F)ccc1Cl)c1ccccc1	i	i	-1.3
O=C(Oc1cccc(Oc2ccccc2)c1)N1CCOCC1	i	i	-0.4
COc1ccc(CNC(=O)Cn2cnc3c(=O)n(C)c(=O)n(C)c32)cc1	i	i	-0.4
Clc1ccc(-c2nc3ccccc3nc2-c2ccccc2)cc1	i	i	-3.8
Cc1cc(N2CCOCC2)nc2ccc(NC(=S)NCc3ccc4c(c3)OCO4)cc12	i	i	-1.2
O=C(/C=C/c1ccccc1)N/C(=C/c1ccccc1)C(=O)NCCO	i	i	0.6
COc1ccc(NC(=O)CCc2nnc3ccc(NCc4ccco4)nn23)cc1	i	i	0.7
NS(=O)(=O)c1ccc(N=Nc2ccc(=O)[nH]c2O)cc1	i	i	-1.8
Cc1ccc(OCCC(=O)OCC(=O)Nc2ccc(N3CCOCC3)cc2)cc1	i	i	-2.9
COc1ccc(CCN2C(=O)CC(Cc3ccc(Br)cc3)C2=O)cc1OC (stereo not given)	i	i	0.1
CC(NC(=O)CCC(=O)N1CCCCCC1)c1ccccc1 (stereo not given)	i	i	-0.6
O=C(NCc1ccccc1Cl)C1CCN(S(=O)(=O)N2CCCCC2)CC1	i	i	-0.9
O=C1C=C(N2CCN(C3=CC(=O)CCC3)CC2)CCC1	i	i	-1.5
COc1cc(CNc2ncn[nH]2)ccc1OCc1cccc(C)c1	i	i	0.2
CC12CCC(=O)N1C(C(=O)Nc1ccc(Br)cc1Cl)CS2 (stereo not given)	i	i	0.8
O=C(O)Cc1sc(-c2ccccc2)nc1-c1ccccc1	i	i	-0.3
Cc1ccccc1C(=O)N(Cc1nc2ccccc2c(=O)[nH]1)C1CCCC1	i	i	0.0
O=C(CN1CCOC1=O)N1CCCC(Nc2ccc(F)c(F)c2)C1 (stereo not given)	i	i	-1.7
(cont.)
SMILES	CHT allo act	CHT block	STK33 kinase inh
CC(C)c1ccc(OCC(=O)NCCO)cc1	i	i	-2.1
CC(C)(O)CC[C@@H](O)[C@](C)(O)[C@H]1CC[C@@]2(O)C3=CC(=O)[C@@H]4C[C@@H](O)[C@@H](O)C[C@]4(C)C3CC[C@]12C (stereo not given in full)	i	i	-0.4
COc1ccccc1N1CCN(Cc2nc3ccccc3c(=O)n2CC(C)=O)CC1	i	i	-0.5
CCCOc1ccc(N2C(=O)CC(N(CCc3ccccc3)C(=O)c3ccccc3)C2=O)cc1 (stereo not given)	i	i	-0.5
COc1cccc(N(Cc2nnc3n2CCCCC3)C(=O)Nc2ccccc2F)c1	i	i	-0.6
Cc1ccc(C(=O)N2CC(C)OC(C)C2)c(Cl)c1 (stereo not given)	i	i	0.0
Cc1noc(C)c1CSc1nc2sc(C)c(C)c2c(=O)n1-c1ccccc1	i	i	-0.5
COc1ccc(C(C(=O)NC(C)(C)C)N(C(=O)CNC(=O)c2cccs2)c2ccc(NC(C)=O)cc2)cc1OC (stereo not given)	i	i	-2.5
Cc1ccc(NC(=O)CN(C)C(=O)Cn2nnc(-c3ccccc3)n2)cc1	i	i	-0.1
CCSc1nc2cc(OC)c(OC)cc2c(=O)n1CCc1ccccc1	i	i	-1.3
Cc1ccnc(NC(=O)COc2c(C)cc(C)cc2[N+](=O)[O-])c1	i	i	0.0
O=C(CP(=O)(c1ccccc1)c1ccccc1)N1CCCCC1	i	i	-2.7
CCCS(=O)(=O)c1c(S(=O)(=O)CCC)c2cnccn2c1C(=O)c1ccc(Cl)cc1	i	i	-1.6
O=S(=O)(c1ccc(F)c(F)c1F)N1CCN(C(=S)NC2CC3CCC2C3)CC1 (stereo not given)	i	i	-0.8
CC(=O)Nc1ccc(-n2c(C)c(C(C)=O)c(C(C)=O)c2C)cc1	i	i	0.5
COc1ccc(N(Cc2cc3ccc(C)cc3[nH]c2=O)C(=O)C2CCCO2)cc1 (stereo not given)	i	i	-0.4
CN1CCN(CCCNC(=O)c2ccc(/C=C3\Oc4ccccc4N(Cc4ccc(Cl)cc4)C3=O)cc2)CC1	i	-7.25*	6.1
COc1ccc(C2Nc3ccccc3C(=O)N2c2ccc(F)cc2)cc1CSc1ccccn1 (stereo not given)	i	i	-1.3
CCC(C)NCCOc1ccc(Br)cc1 (stereo not given)	i	i	0.7
Cc1ccc(N(CC2CO2)S(=O)(=O)c2ccccc2[N+](=O)[O-])cc1 (stereo not given)	i	i	0.1
CC(=O)OCC1(C)CN(c2ccccc2)N(C(C)=O)C1=O (stereo not given)	i	i	1.6
Cc1ccc(C(=O)c2coc3ccc(OCC(=O)O)cc23)cc1	i	i	2.6
CCOC(=O)Cc1csc(NC(=S)NC(=O)c2ccc([N+](=O)[O-])cc2)n1	i	i	2.8
S=C(NC1CCCC1)NN1CCOCC1	i	i	-0.1
N#Cc1ccccc1NC(=O)CN(Cc1ccccc1)Cc1ccccc1	i	i	-0.5

Compound profiles, from the list above.
`O=C(CN1CCOC1=O)N1CCCC(Nc2ccc(F)c(F)c2)C1` (stereo not given) across the screens: CHT allo act = i; CHT block = i; STK33 kinase inh = -1.7
`COc1ccccc1N1CCN(Cc2nc3ccccc3c(=O)n2CC(C)=O)CC1` across the screens: CHT allo act = i; CHT block = i; STK33 kinase inh = -0.5

Part of the list above, with bars between the fields:
Compound | CHT allo act | CHT block | STK33 kinase inh
COc1ccc(CCN2C(=O)CC(Cc3ccc(Br)cc3)C2=O)cc1OC (stereo not given) | i | i | 0.1
CC(NC(=O)CCC(=O)N1CCCCCC1)c1ccccc1 (stereo not given) | i | i | -0.6
O=C(NCc1ccccc1Cl)C1CCN(S(=O)(=O)N2CCCCC2)CC1 | i | i | -0.9
O=C1C=C(N2CCN(C3=CC(=O)CCC3)CC2)CCC1 | i | i | -1.5
COc1cc(CNc2ncn[nH]2)ccc1OCc1cccc(C)c1 | i | i | 0.2

Remaining list, next part
SMILES	CHT allo act	CHT block	STK33 kinase inh
CCCCOc1cccc(C(=O)NC(=S)Nc2ccc(Cl)c(C(=O)O)c2)c1	i	i	-1.5
O=C/C(=C\Nc1ccc(C(=O)N2CCOCC2)cc1)c1nc2ccccc2o1	i	i	-0.3
CCOc1ccc(-c2csc(C3COc4ccccc4O3)n2)cc1 (stereo not given)	i	i	-1.2
CCC/C(=N/NC(=O)c1csc(C)c1C)c1ccc(Cl)s1	i	i	0.5
CN1CCN(C(=O)c2ccc3nc(-c4ccccc4)c(-c4ccccc4)nc3c2)CC1	i	i	0.0
O=C(CN1C(=O)NC2(CCCCCCC2)C1=O)NCc1cccs1	i	i	0.0
C=CCc1ccc(OCCOc2cccc3ccc(C)nc23)c(OC)c1	i	i	-1.8
Cc1nnc(NC(=O)CN2C(=O)NC3(CCCC3)C2=O)s1	i	i	-1.1
Cc1ccc(C(=O)Nc2cccc(NC(=O)c3ccc(C)cc3)n2)cc1	i	i	-0.4
O=C1C(Cl)=C(N2CCC(C(=O)O)CC2)C(=O)c2ccccc21	i	i	0.3
COc1ccccc1N(CC(=O)N(CC(C)C)CC(C)C)S(=O)(=O)c1cccs1	i	i	.
Nc1nc(Cl)cc(Oc2ccc(Cl)cc2)n1	i	i	0.5
CC1Sc2n(c3ccccc3[n+]2C)N=C1c1ccccc1 (stereo not given)	i	i	2.7
Cc1c(C(=O)N2CCCC2)c(S(=O)(=O)N2CCN(c3ccccc3F)CC2)c(C)n1C	i	i	0.2
Cc1coc2c(C)c3oc(=O)c(CCC(=O)N4CCC(C(=O)NCCCC(=O)O)(c5ccccc5)CC4)c(C)c3cc12	i	i	-2.0
O=C1NC(=O)/C(=C/c2ccc(-c3cccc([N+](=O)[O-])c3)o2)S1	i	i	0.2
CCOC(=O)C1CCN(c2ccc(-c3cccs3)nn2)CC1	i	i	13.4
COc1cccc(C(=O)O/N=C(\N)c2ccc([N+](=O)[O-])cc2)c1	i	i	-0.5
CN(c1ccc(C(=O)Nc2cccnc2)cc1)S(=O)(=O)c1ccc(Cl)cc1	i	i	-0.5
O=C(OCc1cnc(Cl)s1)c1cccc(Cl)c1	i	i	-0.7
CCOC(=O)CNC(=O)CN1C(=O)CC(c2ccco2)Sc2ccccc21 (stereo not given)	i	i	-1.6
COc1cccc(NC(=S)N(CCc2nc3cc(C)c(C)cc3[nH]2)Cc2cccnc2)c1	i	i	-0.5
CCN(CC)S(=O)(=O)c1cc(NC(=O)COC(=O)Cn2cnc3ccccc32)ccc1C	i	i	-1.1
CCS(=O)(=O)n1nc(C(=O)N2CCOCC2)nc1N	i	i	-1.4
Cc1ccccc1N(C(=O)c1cccs1)c1nc2ccccc2s1	i	i	1.9
Continued:
SMILES	CHT allo act	CHT block	STK33 kinase inh
Cc1cc(C)cc(C(=O)NCC(=O)OC(C)C(=O)N(C)c2ccccc2)c1 (stereo not given)	i	i	-1.2
Cc1ccccc1N1CC(C(=O)NC2CCCC2)CC1=O (stereo not given)	i	i	6.3
COc1ccccc1N1CCN(S(=O)(=O)c2c(C(=O)N3CCOCC3)c(C)n(C)c2C)CC1	i	i	0.2
CN(CC(=O)Nc1cccc(F)c1)CC(=O)Nc1cccc([N+](=O)[O-])c1	i	i	0.6
O=C(O)COc1ccccc1/C=N/NC(=O)c1cc2ccccc2cc1O	i	i	-1.1
Cc1ccc(SCCC(=O)Nc2ccccc2Br)cc1	i	i	-1.1
CCNC(=S)NNC(=O)c1nn(C)c(C)c1Cl	i	i	-0.3
Cc1cccc(CN2C(=O)c3ccccc3Sc3ccc(C(=O)NCCCN4CCOCC4)cc32)c1	i	i	-1.2
Cc1ccc2nc(SCc3cn4cccnc4n3)[nH]c2c1	i	i	-0.9
Cn1c(=O)[nH]c(=O)c2c1nc(N1CCN(c3ccccc3)CC1)n2CCSc1ncccn1	i	i	-0.5
COc1ccccc1OCc1nc2ccccc2[nH]1	i	i	0.1
O=C(c1cccs1)N1CCC(N2CCN(c3ccccc3)CC2)CC1	i	i	0.9
O=C(Nc1ccc(CN2CCOCC2)cc1)c1ccc(F)cc1	i	i	0.5
O=C(NNC(=S)Nc1cccc2ccccc12)c1cccc(Br)c1	i	i	0.6
O=C(Nc1ccc(O)cc1)c1ccc2c(c1)C(=O)N(Cc1ccco1)C2=O	i	i	14.5
COc1cc(CCCN2C(=S)NC[C@@H]2CC2CCCCC2)cc(OC)c1OC	i	i	0.2
CC(=O)OC[C@H]1O[C@@H](O/N=C/C[C@@H]2C=C[C@H](OC(C)=O)[C@@H](COC(C)=O)O2)[C@H](OC(C)=O)[C@@H](OC(C)=O)[C@@H]1OC(C)=O	i	i	-0.9
COCCNc1ccc(S(=O)(=O)N2CCCC2)cc1[N+](=O)[O-]	i	i	-0.1
Cc1cc(C)n(-c2ccnc3cc(Cl)ccc23)n1	i	i	-1.7
CC(C)(C)[C@@H]1C=C(C(=O)N2CCN(Cc3ccccc3)CC2)O[C@H](OCCCCO)C1	i	i	-0.1
Cn1c(=O)c2cc(S(=O)(=O)NC(C(=O)NCc3ccccn3)c3ccccc3)ccc2n(C)c1=O (stereo not given)	i	i	-0.2
COc1ccc(C2C(C(C)=O)=C(C)Nc3ncnn32)cc1OC (stereo not given)	i	i	-0.6
CCOC(=O)c1cc2sccc2n1CC(=O)OC	i	i	-1.5
CCOC(=O)c1cc([N+](=O)[O-])sc1N	i	i	-2.3
Cc1ccc2nc(NC(=O)CS(=O)(=O)Cc3ccccc3)sc2c1	i	i	-0.1
(further entries)
SMILES	CHT allo act	CHT block	STK33 kinase inh
N#Cc1ccc(CSc2nnc(NC(=O)CN3C(=O)C4CC=CCC4C3=O)s2)cc1 (stereo not given)	i	i	-1.0
CCCNC(=O)NCCC12CC3CC(CC(C3)C1)C2	i	i	-0.1
CC(C)NC(=S)N/N=C/c1ccc(N2CCOCC2)cc1	i	i	0.6
O=C1CN(c2ccccc2Cl)C(=O)CN1c1ccccc1Cl	i	i	-0.3
O=C1CC(c2ccccc2)CN1C(=O)c1cncc(Br)c1 (stereo not given)	i	i	-0.2
CC(=O)c1cnc(Nc2nc(C)c3ccccc3n2)nc1C	i	i	-1.1
COc1ccc(-c2cc(OC(=O)c3ccc(F)cc3)c3c(C)oc(C)c3c(=O)c2)cc1	i	i	-2.3
O=C(NCc1ccccc1)c1ccc(CS(=O)(=O)Cc2ccc(F)cc2)o1	i	i	1.4
CC(C)c1nnc(NC(=O)CCS(=O)(=O)c2ccccc2)s1	i	i	-2.3
CCCSc1oc(-c2ccco2)nc1S(=O)(=O)c1ccccc1	i	i	-0.4
COc1cccc(C(=O)Nc2ccc3[nH]c(=O)[nH]c3c2)c1OC	i	i	-3.0
CCOC(=O)CC1C(=O)NCCN1Cc1cccc(OC)c1 (stereo not given)	i	i	-1.2
CCOc1ccc(S(=O)(=O)NCCC(=O)Nc2nnc(C)s2)cc1	i	i	-0.7

Another view of some results above.
SMILES,CHT allo act,CHT block,STK33 kinase inh
CCOC(=O)Cc1csc(NC(=S)NC(=O)c2ccc([N+](=O)[O-])cc2)n1,i,i,2.8
S=C(NC1CCCC1)NN1CCOCC1,i,i,-0.1
N#Cc1ccccc1NC(=O)CN(Cc1ccccc1)Cc1ccccc1,i,i,-0.5
CCCCOc1cccc(C(=O)NC(=S)Nc2ccc(Cl)c(C(=O)O)c2)c1,i,i,-1.5
O=C/C(=C\Nc1ccc(C(=O)N2CCOCC2)cc1)c1nc2ccccc2o1,i,i,-0.3

From PubChem
